From PubChem
RXFP1 antag: RXFP1 (human) relaxin receptor antagonism. HEK293-RXFP1, relaxin-stimulated cAMP HTRF, 30 min; hits give low values. hit rate 0.59% among 350,000. AID 1259400. activity change, negative = inhibition, % at 57.5 µM. Q9HBX9;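 active means activity change of -60% or lower, but not beyond a set lower limit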; further: on the % scale 0 is the no-effect control and ±100 the full control effect
D1 agonist: agonists of human D1 dopamine receptor; HEK293 T-REx D1 cells, calcium flux, agonist mode; activation, % at 2 µM; hit rate 1% among 360,000; AID 504660; further: 0% is about no effect
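Tetracycline-induced HEK293 TREx D1 cells, force-coupled to calcium signalling, were dye-loaded with a no-wash calcium kit. Compound was pin-added after a 10 s baseline. Fluorescence was read kinetically at 1 cycle/s for 180 s, with calcium rises flagged as agonism.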
TRHR PAM: allosterically enhances the human TRH receptor | P34981 | TRHR cells, fluo-8 calcium fluorescence, EC20 TRH enhancement | enhancement, % at 2 µM | hit rate 0.66% among 360,000 | AID 493056; in the data active means enhancement above about 30%; further: 0% is about no effect
Target sequence (P34981 whole entry, looked up): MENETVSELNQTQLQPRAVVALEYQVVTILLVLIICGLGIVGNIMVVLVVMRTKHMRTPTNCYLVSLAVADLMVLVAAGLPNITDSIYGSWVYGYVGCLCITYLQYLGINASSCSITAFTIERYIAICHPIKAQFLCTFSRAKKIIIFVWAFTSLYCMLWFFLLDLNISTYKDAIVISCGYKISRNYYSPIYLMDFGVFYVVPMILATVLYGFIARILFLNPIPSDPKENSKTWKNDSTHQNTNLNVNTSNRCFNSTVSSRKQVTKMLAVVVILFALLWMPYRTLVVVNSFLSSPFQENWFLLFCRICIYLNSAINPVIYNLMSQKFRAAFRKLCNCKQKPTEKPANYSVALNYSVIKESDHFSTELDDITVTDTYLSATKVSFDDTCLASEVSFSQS
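TRHR-expressing cells loaded with fluo-8 calcium dye were read kinetically (ex 480/em 530) during compound addition, then stimulated with an EC20 of TRH (10 nM final). Enhancement of the Gq-mediated intracellular calcium response was scored.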
D1 antag: antagonists of human D1 dopamine receptor; P21728; HEK293 TREx D1 cells, calcium flux, dopamine EC80; hits give low values; hit rate 3.2% among 360,000; activity change, negative = inhibition, % at 10 µM; in the data active means activity change below about -30%; further: on the % scale 0 is the no-effect control and ±100 the full control effect
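Compound effects on dopamine-evoked calcium signalling were measured in tetracycline-induced HEK293 Trex D1 cells. Dopamine at EC80 followed a 180 s compound pre-read, and fluorescence was tracked kinetically for 180 s more.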
D1 potentiator: human D1 dopamine receptor positive modulation | HEK293 TREx D1 cells, calcium flux, dopamine EC20 potentiation | hit rate 0.036% among 360,000 | potentiation, % at 10 µM | P21728; in the data active means potentiation above about 30%; further: 0% is about no effect
TRHR ag: agonists of human TRH receptor | P34981 | TRHR cells, calcium flux fluo-8, FDSS agonist mode | activation, % at 2 µM | hit rate 0.18% among 360,000; further: 0% is about no effect
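Read-out: compound-evoked intracellular calcium rise in TRHR cells, fluo-8 dye, kinetic FDSS fluorescence at 1 s/cycle following a 10-cycle baseline. Cells cultured overnight before dye loading (30 min–1.5 h, RT).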
D2 agonist: D2 dopamine receptor (human) agonism | hit rate 0.53% among 340,000 | HEK293 T-REx D2 cells, calcium flux agonist mode | P14416 | activation, % at 2 µM | AID 485358;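 active means activation over 3 SD above normal in the single-dose calcium agonist read, cut at about 30% in these data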; further: 0% is about no effect
Target sequence (P14416 whole entry, looked up): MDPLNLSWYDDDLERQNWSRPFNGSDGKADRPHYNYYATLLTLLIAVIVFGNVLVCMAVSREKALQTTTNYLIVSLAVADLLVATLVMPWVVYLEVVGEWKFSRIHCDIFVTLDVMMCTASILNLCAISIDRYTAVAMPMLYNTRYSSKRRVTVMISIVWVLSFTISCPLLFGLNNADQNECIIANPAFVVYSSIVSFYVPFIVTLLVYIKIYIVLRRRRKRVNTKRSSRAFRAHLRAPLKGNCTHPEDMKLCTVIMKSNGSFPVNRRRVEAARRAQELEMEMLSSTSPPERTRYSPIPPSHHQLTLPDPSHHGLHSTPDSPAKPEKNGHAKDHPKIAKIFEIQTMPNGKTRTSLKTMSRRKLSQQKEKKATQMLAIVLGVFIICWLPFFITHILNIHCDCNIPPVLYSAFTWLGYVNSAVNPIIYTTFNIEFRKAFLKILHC
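Tetracycline-induced HEK293 Trex cells with D2 receptor force-coupled to calcium signaling, plated overnight at 30 C and loaded with no-wash calcium dye. Calcium flux read kinetically for 180 s after compound addition; responses flag agonists.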
D2 potentiator: D2 dopamine receptor (human) potentiation; P14416; hit rate 0.34% among 340,000; HEK293 T-REx D2, calcium flux, EC20 dopamine potentiation; potentiation, % at 10 µM;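 active means potentiation over 3 SD above the plate norm, cut at about 30% in these data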; further: 0% is about no effect
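Potentiation of an EC20 dopamine calcium response is measured in a force-coupled, tetracycline-inducible Hek293 Trex D2 line. Compound-only kinetic reads over 180 s flag agonists before dopamine addition.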
D2 antag: D2 dopamine receptor (human) antagonism; P14416; inhibition, % at 10 µM; HEK293 TREx D2 cells, calcium flux, dopamine EC80; hit rate 2% among 340,000; in the data active means inhibition above about 30%; further: 0% is about no effect
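Read-out: kinetic calcium fluorescence (1 cycle/s) in inducible HEK293 T-REx D2 cells after an EC80 dopamine addition that followed 180 s compound preincubation. Loss of the dopamine response indicates antagonism.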
* = called active by the depositor; x = no result given; & = joins results of further samples. Unless noted, no stated cut-off is given here; in the data, active means activation above about 30%; inactive means the rest.

Sample of the layout, 3 compounds:
The line under a structure holds: D1 agonist | D1 antag | TRHR PAM | D1 potentiator | TRHR ag | D2 agonist | RXFP1 antag | D2 potentiator | D2 antag
> CC1=CC(=C(C#N)C#N)C=C(C)N1Cc1ccc(Cl)cc1
    9 | -8 | -9 | -2 | 0.6 | 1.9 | -24 | -11 | 7
> OCCC1CN(Cc2cn[nH]c2C2CCCCC2)CCN1C1CCCC1 (stereo not drawn)
    1 | -6 | 3 | 0 | 0.5 | 1.9 | -12 | -10 | -5
> Cc1nnc(NC(=O)c2csc3c2CCCC3)s1
    4 | -3 | -5 | 3 | 0.0 | -0.9 | x | 17 | -6

All compounds of this part (from the top)
The line under a structure holds: D1 agonist | D1 antag | TRHR PAM | D1 potentiator | TRHR ag | D2 agonist | RXFP1 antag | D2 potentiator | D2 antag
> CC1=CC(=C(C#N)C#N)C=C(C)N1Cc1ccc(Cl)cc1
    9 | -8 | -9 | -2 | 0.6 | 1.9 | -24 | -11 | 7
> OCCC1CN(Cc2cn[nH]c2C2CCCCC2)CCN1C1CCCC1 (stereo not drawn)
    1 | -6 | 3 | 0 | 0.5 | 1.9 | -12 | -10 | -5
> Cc1nnc(NC(=O)c2csc3c2CCCC3)s1
    4 | -3 | -5 | 3 | 0.0 | -0.9 | x | 17 | -6
> Cc1nn(CC(=O)NCCc2ccccc2Cl)c(=O)c2nn(-c3ccccc3)c(C)c12
    1 | -4 | 1 | -2 | -0.6 | -0.3 | 4 | -2 | x
> CCCOc1ccc(C(=O)Nc2ccc(CN3CCOCC3)cc2)cc1
    11 | -10 | -6 | -3 | 1.1 | -0.3 | -17 | -5 | 1
> Oc1ccc(-c2[nH]ncc2-c2cnn(-c3ccccc3)c2)c(O)c1
    -3 | -1 | 3 | 3 | 0.0 | -0.2 | -22 | -5 | -50
> Cc1c(NC(=O)Nc2ccccc2[N+](=O)[O-])c(=O)n(-c2ccccc2)n1C
    1 | 5 | -3 | -2 | -0.2 | 1.2 | -5 | -4 | 28
> O=C(NCCCN1CCN(c2cccc(Cl)c2)CC1)C1(S(=O)(=O)c2ccc(Cl)cc2)CC1
    3 | 6 | -2 | -7 | -0.8 | 15 | -13 | -18 | 35*
> Cc1ccc(-c2nnc(SCC(=O)N/N=C/c3ccccc3C(=O)O)n2-c2ccc(C)cc2)cc1
    0 | 13 | -2 | 1 | -0.2 | -0.8 | -3 | 1 | -3
> COC(=O)C(NC(=O)C(C)NC(=O)OCc1ccccc1)C(C)C (stereo not drawn)
    1 | 14 | -4 | -3 | 0.1 | 1.3 | 3 | 1 | 18
> O=C(CCNC(=O)c1ccccc1Cl)NCc1ccco1
    1 | -3 | -9 | -7 | -0.1 | -0.2 | -1 | 8 | -26
> COc1cccc(C2=NOC(C(=O)N3CCOCC3)C2)c1 (stereo not drawn)
    3 | -3 | 3 | 9 | 0.0 | 0.1 | -13 | -6 | 24
> CCn1c(SCC(=O)NC)nnc1C(C)C
    -2 | -4 | 5 | -1 | -0.5 | -0.2 | 0 | 7 | 4
> COc1ccc(N=C2NC(=O)CS2)c([N+](=O)[O-])c1
    1 | 12 | -3 | 2 | -0.1 | 6.3 | -9 | -3 | -6
> COC(=O)c1ccccc1NC(=O)CSc1nc2ccsc2c(=O)n1CCC(C)C
    1 | 9 | 5 | 6 | -0.2 | 0.0 | -2 | 11 | x
> CCN1CCN(c2cc(C)c3cc(NC(=O)c4ccccc4F)ccc3n2)CC1
    -1&1 | -5&-1 | -2&15 | 0 | -0.3&-0.2 | 0.4&0.8 | -11 | -1&5 | -4
> CN(C)c1cc[n+](CC(=O)N2CCCc3ccccc32)cc1
    3 | -3 | -5 | -4 | -0.2 | -1.0 | -27 | -21 | 29
> COc1ccc(CNC(=O)C(=O)N2CCC3(CC2)OCCN3S(=O)(=O)c2ccc(C)cc2)cc1
    0 | -3 | 3 | -1 | 0.2 | -0.8 | -9 | 6 | -4
> COc1ccc(-c2[nH]c(-c3ccc(C)cc3)nc2SCC(=O)Nc2nccs2)cc1
    2 | -7 | 0 | -8 | 1.6 | x | 7 | x | x
> Cc1onc(-c2ccccc2)c1C(=O)OCc1nnc(-c2ccc([N+](=O)[O-])cc2)o1
    3 | -3 | 0 | -8 | 0.1 | 1.0 | 7 | -2 | -28

More results follow:
The line under a structure holds: D1 agonist | D1 antag | TRHR PAM | D1 potentiator | TRHR ag | D2 agonist | RXFP1 antag | D2 potentiator | D2 antag
> CC(C)CCn1c(=O)c2sccc2n2c(CCCC(=O)NCc3ccc(F)cc3)nnc12
    1 | -6 | 4 | -2 | -0.4 | -0.2 | 1 | 4 | x
> c1ccc(COn2c(-c3ccccc3)nc3c2CCc2nonc2-3)cc1
    1 | -10 | -15 | 1 | -0.5 | 0.3 | 4 | -1 | 6
> COc1ccc(NC(=O)NCCCN2CCN(c3cc(C)ccc3C)CC2)cc1
    -1 | 2 | -3 | -9 | -0.2 | 0.4 | -4 | -38 | 12
> CCCC(C)c1nnc(NC(=O)CCS(=O)(=O)c2ccccc2)s1 (stereo not drawn)
    11 | 3 | 7 | x | 0.8 | 0.9 | 3 | 0 | -6
> Cc1cccc(NC(=O)c2cc3cc([N+](=O)[O-])ccc3s2)n1
    2 | -6 | 6 | -2 | 0.5 | 0.5 | 5 | 7 | -13
> CCn1c(SCC(=O)N2CCC(C)CC2)nc2c1c(=O)n(C)c(=O)n2C
    2 | -3 | 4 | x | 0.5 | 0.5 | 1 | 5 | 19
> CC(=O)c1ccc(NC(=S)NNC(=O)c2ccccc2[N+](=O)[O-])cc1
    -2 | x | 0 | -1 | -0.1 | -0.5 | -29 | -3 | 18
> Cc1ccccc1NS(=O)(=O)c1ccc(NS(=O)(=O)c2cccs2)cc1
    13 | -14 | 19 | -5 | -1.9 | -1.0 | 2 | -1 | -38
> Cc1cc(NC(=O)NC(C(F)(F)F)C(F)(F)F)no1
    1 | 0 | 0 | 0 | 0.5 | 0.4 | -4 | 10 | -34
> COc1cccc(N2CCN(Cc3nc4ccccc4c(=O)[nH]3)CC2)c1
    2 | -62* | 2 | -2 | 0.2 | 5.6 | 4 | -8 | -17
> Cc1cccc(N2CCN(c3ncnc4c3c(-c3ccccc3)cn4-c3ccccc3)CC2C)c1 (stereo not drawn)
    -4 | -19 | 4 | -1 | 0.3 | -0.3 | 20 | 24 | x
> O=C(CCCn1c(=S)[nH]c2ccccc2c1=O)N1CCOCC1
    2 | 5 | -2 | 5 | -0.1 | 0.5 | -15 | 1 | -4
> COc1ccc(/C=C/C(=O)C(C(N)=O)=C2SCCS2)cc1
    2 | 14 | -1 | 0 | 0.3 | 0.7 | -1 | 3 | 5
> Oc1ccccc1-c1cc(C(F)(F)C(F)F)[nH]n1
    10 | -12 | -7 | -3 | 0.8 | 0.6 | -4 | -1 | 3
> Cc1cccc2[nH]c3c(=O)n(CCN4CCNCC4)cnc3c12
    1 | 2 | 4 | 4 | 1.4 | 0.6 | -1 | -1 | -4
> COc1ccc(CNS(=O)(=O)c2ccc(-c3ccc(=O)[nH]n3)s2)cc1OC
    5 | -11 | -2 | -2 | 0.4 | 0.3 | 40 | 13 | -3
> CCN1CCN(Cc2ccc(NC(=O)c3ccc(C)c(NC(=O)c4nccnc4N)c3)cc2C(F)(F)F)CC1
    -2 | 20 | 3 | 4 | -1.3 | -0.8 | x | 6 | 12
> CCOc1ccccc1C(=O)N[C@H](C(=O)Nc1ccc(OC)c(S(=O)(=O)N2CCOCC2)c1)C(C)C
    3 | 0 | 12 | -2 | -0.6 | 0.3 | -11 | 7 | 4
> CCOc1ccc(NC(=O)N2CCN(S(=O)(=O)c3ccc4c(ccn4C)c3)CC2)cc1
    -1 | 0 | 3 | -1 | -0.6 | 0.2 | x | 2 | x
> Cc1ccc[n+](CC(=O)Nc2ccc(C)c(C)c2)c1
    2 | 8 | 2 | -3 | 0.9 | 1.2 | -5 | 2 | -12

Later entries:
The line under a structure holds: D1 agonist | D1 antag | TRHR PAM | D1 potentiator | TRHR ag | D2 agonist | RXFP1 antag | D2 potentiator | D2 antag
> CC1CCN(CC(O)COc2ccc(OCC(O)CN3CCC(C)CC3)cc2)CC1 (stereo not drawn)
    2 | 0 | 6 | -4 | 0.8 | 1.6 | 1 | -18 | -4
> CC(=O)c1cccc(NC(=O)C2C(c3ccccc3)C2(Cl)Cl)c1 (stereo not drawn)
    1 | x | 6 | -4 | 0.3 | x | -7 | -2 | x
> CCCCCn1ccc(=N)cc1
    5 | -2 | 36* | 0 | -0.2 | -0.7 | 3 | -1 | -15
> COc1ccc(NC(=O)COC(=O)C23CC4CC(CC(Cl)(C4)C2)C3)c(OC)c1
    6 | 5 | -3 | 3 | -0.8 | 1.1 | -8 | 1 | -9
> Cc1ccc(-n2nc3cc(C)c(NC(=O)c4cccnc4)cc3n2)cc1
    0 | -8 | 2 | -3 | 0.5 | -1.0 | -6 | 8 | -3
> Cc1c(C=O)c2ccccn2c1C(=O)c1cccs1
    -2 | -10 | 0 | 0 | 0.7 | 0.6 | 1 | 13 | 0
> Cn1c(=O)c2c(-c3ccc(C(C)(C)C)cc3)n(N3CCOCC3)cc2n(C)c1=O
    1 | -4 | -5 | 0 | -0.7 | x | -5 | -1 | x
> O=C(Nc1ccc2c(c1)OCCO2)c1ccco1
    1 | -6 | 1 | 0 | -0.2 | -0.1 | -8 | 1 | -3
> CC(C)C(=O)Nc1ccc(Cl)cc1-c1nc2ccccc2[nH]c1=O
    8 | 4 | 3 | 2 | 0.3 | x | 7 | x | x
> O=C(COC(=O)COc1ccccc1)NCCC1=CCCCC1
    0 | 4 | -2 | 1 | -1.1 | -0.2 | 6 | 11 | -2
> C=C1c2ccccc2S(=O)(=O)N(Cc2ccccc2)C1COCc1ccccc1 (stereo not drawn)
    5 | -6 | -2 | -8 | -0.5 | -0.4 | x | -4 | 17
> O=C(CN1CCN(CC(=O)Nc2ccccc2F)CC1)Nc1cccc(F)c1
    0 | -12 | -4 | 0 | 0.6 | 0.9 | 3 | 8 | -1
> COc1ccc(S(=O)(=O)N2CCCCC2)cc1NC(=O)c1cccnc1SC
    0 | -18 | -7 | -5 | -0.9 | -1.2 | 0 | 2 | 0
> Cc1cccc(NC(=O)c2ccc(-n3cccn3)c([N+](=O)[O-])c2)c1
    8 | -17 | 4 | 3 | -0.6 | -0.3 | -6 | 7 | 1
> COC(=O)c1sc(-c2ccccc2)cc1NC(=O)c1cccc(F)c1
    2 | -2 | 2 | -2 | 0.2 | -0.5 | -8 | -2 | x
> CCOc1ccc(NC(=O)c2[nH]c(C)c(C(C)=O)c2C)cc1
    2 | -9 | 7 | -7 | -0.6 | -0.9 | 0 | -11 | 10
> CCN(CCNC(=O)CCCn1nc(C)n2c(cc3sccc32)c1=O)c1ccccc1
    -1 | -28 | -6 | x | -0.1 | -0.1 | 2 | 29 | -23
> CCN(CC)c1nc2ccccc2nc1-n1nc(C)cc1C
    4 | x | -2 | -1 | -0.5 | 0.4 | -12 | 17 | 5
> Cc1cccc(CS(=O)(=O)Cc2ccc(C(=O)NC3CCCCCC3)o2)c1
    1 | 31 | 4 | 1 | -0.4 | -0.8 | -14 | 0 | 0
> COc1cccc(NC(=S)NC(=O)/C=C/c2ccc(F)cc2)c1
    1 | 8 | -2 | -6 | 0.4 | 0.2 | 4 | -4 | -2
